From PubChem BioAssay
hgDAF12 agonist: H. glycines DAF-12 receptor agonists, primary screen, cell-based, luminescence, HEK293, GAL4 fusion, UAS-luciferase; Nuclear hormone receptor DAF-12 (Heterodera glycines), GAL4 fusion; HEK293 GAL4-hgDAF12 UAS-luciferase reporter, agonist luminescence; normalized to butyrate control; activation, % at 6.8 µM; actives 1.8% (n = 370,000);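 active means activation above a cutoff set at the mean of all screened compounds plus 3 SD, cut at about 10% in these data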;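 further: 0% = DMSO wells and 100% = sodium butyrate wells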
hcDAF-12 act: H. contortus DAF-12 nuclear receptor activators, primary screen, cell-based, luminescence, HEK293, lit1-tk-luc reporter | HEK293 hcDAF-12 lit1-tk-luc reporter; 0% DMSO, 100% Δ7-dafachronic acid | actives 1.4% (n = 370,000) | activation, % at 6.8 µM;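 active means activation above the mean of all tested compounds plus 3 SD, cut at about 5.5% in these data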;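 further: 100% = response to 3 µM Δ7-dafachronic acid high control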
ssDAF-12 act: S. stercoralis DAF-12 nuclear receptor activators, primary screen, cell-based, luminescence, HEK293, GRIP1 co-expression, lit1-tk-luc; activation, % at 6.8 µM; HEK293 ssDAF-12/GRIP1 lit1-tk-luc reporter; % of 3 µM dafachronic acid response; actives 1% (n = 370,000);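 active means activation above the mean over all tested compounds plus 3 SD, cut at about 0.9% in these data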;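 further: 0% = DMSO-only wells and 100% = 3 µM delta7-dafachronic acid wells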
ADAM10 inh: human ADAM10 inhibitors, primary screen, biochemical, QFRET, HTS; Disintegrin and metalloproteinase domain-containing protein 10 (Homo sapiens), O14672; recombinant ADAM10, EDANS/DABCYL FRET peptide cleavage, 3 h; inhibition, % at 7 µM; actives 0.62% (n = 370,000);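 active means inhibition above a per-campaign cutoff equal to the mean of compounds falling between control-based bounds plus 3 SD, cut at about 20% in these data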;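 further: 0% = DMSO wells while the 100% control is not disclosed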
Target sequence (O14672 214-748 limits assumed): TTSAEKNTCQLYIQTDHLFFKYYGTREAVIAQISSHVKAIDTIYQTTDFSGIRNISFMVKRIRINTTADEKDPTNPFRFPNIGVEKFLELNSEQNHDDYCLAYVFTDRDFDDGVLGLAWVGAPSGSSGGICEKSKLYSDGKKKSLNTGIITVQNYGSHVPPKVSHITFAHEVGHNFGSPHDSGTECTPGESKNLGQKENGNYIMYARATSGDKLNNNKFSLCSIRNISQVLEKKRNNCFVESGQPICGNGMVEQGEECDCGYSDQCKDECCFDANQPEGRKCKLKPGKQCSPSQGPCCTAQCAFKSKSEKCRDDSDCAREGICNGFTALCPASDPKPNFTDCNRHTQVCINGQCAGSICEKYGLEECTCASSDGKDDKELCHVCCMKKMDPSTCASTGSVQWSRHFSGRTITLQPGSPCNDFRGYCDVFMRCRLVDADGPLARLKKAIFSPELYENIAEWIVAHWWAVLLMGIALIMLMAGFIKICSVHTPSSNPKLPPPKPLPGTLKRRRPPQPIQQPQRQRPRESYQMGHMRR
SMARCA2 activ: SMARCA2 (BRM) function activators, primary screen, cell-based, luminescence, high throughput; MG213 cells, MMTV-luciferase reporter, dexamethasone, overnight; activation, % at 9.1 µM; actives 1% (n = 370,000); AID 652017, 2013; in the data active means activation above about 7.8%;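 further: 0% = vehicle wells and 100% = reference activator wells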
GC-A act: GC-A stimulated cGMP production enhancers – HEK293 GC-A cells, cGMP TR-FRET, EC30 ANP, primary screen; 0% at EC30 ANP, 100% saturating ANP; activation, % at 10 µM; actives 0.14% (n = 370,000); AID 1671463, 2021; in the data active means activation above about 40%
GAA850 FXN act: FXN promoter activators, primary screen, cell-based, luciferase luminescence, HEK293 lucGAA850 | AID 540364, 2011 | actives 0.56% (n = 360,000) | activation, % at 6 µM | HEK293 lucGAA850 FXN promoter luciferase reporter, 24 h; percent of 10 µM SAHA response;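 active means activation above the average of all compounds screened plus 3 SD, cutoff fixed separately per campaign, cut at about 7.5% in these data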;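 further: 0% = DMSO wells and 100% = 10 µM SAHA wells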
HGIII-sPLA2 inh: human group III sPLA2 inhibitors, primary screen, biochemical, QFRET, BODIPY PC-A2 liposome substrate. Group 3 secretory phospholipase A2 (Homo sapiens), Q9NZ20. inhibition, % at 12.2 µM. QFRET BODIPY PC-A2 liposome hydrolysis, fluorescence. actives 0.56% (n = 370,000);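 active means inhibition above mean plus 3 SD of compounds lying within the high and low control bounds, cut at about 19% in these data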;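 further: 0% = median of test compound wells and 100% = no enzyme DMSO wells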
DAX1 inh-1: DAX1 (NR0B1) inhibitors, primary screen, cell-based, HEK293, Gal4-DAX1, luciferase luminescence. HEK293 Gal4-DAX1 luciferase reporter. AID 504766, 2011. Nuclear receptor subfamily 0 group B member 1 (Homo sapiens), P51843. actives 0.99% (n = 340,000). inhibition, % at 6.75 µM;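 active means inhibition above the mean over all tested compounds plus 3 SD, cut at about 4.2% in these data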;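 further: 0% = DAX1-transfected cells with DMSO and 100% = empty-vector control cells with DMSO; inhibition shows as a rise in luminescence from relieved DAX1 repression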
Target sequence (P51843 207-470 limits assumed): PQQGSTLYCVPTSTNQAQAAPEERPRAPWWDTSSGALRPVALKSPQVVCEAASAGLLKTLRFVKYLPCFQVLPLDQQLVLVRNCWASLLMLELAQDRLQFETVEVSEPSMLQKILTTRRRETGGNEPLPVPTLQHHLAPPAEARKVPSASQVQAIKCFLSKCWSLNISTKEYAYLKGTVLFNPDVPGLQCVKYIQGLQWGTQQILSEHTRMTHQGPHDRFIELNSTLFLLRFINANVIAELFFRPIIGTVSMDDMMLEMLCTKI
DAX1 inh-2: DAX1 (NR0B1) inhibitors on StAR promoter, primary screen, cell-based, luminescence, SF-1 (NR5A1), full-length DAX-1; AID 652010, 2013; actives 1.1% (n = 370,000); inhibition, % at 6.8 µM; HEK293T StAR-luciferase reporter, SF-1/DAX-1 repression relief;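 active means inhibition above the mean over all tested compounds plus 3 SD, cut at about 3.6% in these data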;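 further: 0% = DAX-1 cells with DMSO and 100% = cells lacking DAX-1 with DMSO; higher inhibition means more luminescence from relief of DAX-1 repression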
NPR2 activator: human GC-B receptor activators, primary screen, HEK293 GC-B cells, cGMP TR-FRET, EC30 CNP | Atrial natriuretic peptide receptor 2 (Homo sapiens), P20594 | 0% at EC30 CNP, 100% saturating CNP | activation, % at 10 µM | actives 0.11% (n = 370,000) | AID 1920062, 2024;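 active means activation at 10 µM reaching about 35% in either raw or pattern-adjusted values, limit read from the data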
Starred values were filed as active, the others as inactive; i = inactive; . = no result given.

SMILES	hgDAF12 agonist	hcDAF-12 act	ssDAF-12 act	ADAM10 inh	SMARCA2 activ	GC-A act	GAA850 FXN act	HGIII-sPLA2 inh	DAX1 inh-1	DAX1 inh-2	NPR2 activator
CN(C(=O)CCNC(=O)N1CC(=O)Nc2ccccc21)C1CCCCC1	2.3	0.8	-1.2	0	2	0	0.5	-1	0.7	-0.5	2
CCn1nc(CC(=O)Nc2ccc(-n3cnnn3)c(C)c2)c2ccccc2c1=O	0.7	3.8	-1.1	-6	1	-3	1.1	-4	1.1	-0.1	-3
Cc1nc(CN2CCN(Cc3nc(C(c4ccccc4)c4ccccc4)no3)CC2)cs1	-4.6	-0.1	-1.2	-5	-2	1	1.6	-2	.	-0.1	3
O=[N+]([O-])c1ccc(CN2CCC(Cc3ccccc3)CC2)cc1	2.8	-0.8	-0.8	3	-1	3	-1.0	10	0.1	-0.7	2
CCCOc1ccc2c(c1)C(=NN=C(N)N)c1cc(OCCC)ccc1-2	-0.5	1.4	-1.3	14	-2	-3	2.9	-6	-0.8	0.1	-7
Cc1cc(C)c2nc(N3CCOCC3)c(C#N)cc2c1	0.2	-0.3	-1.1	-34	2	-1	1.7	-3	-1.5	-0.1	-7
COc1ccccc1NS(=O)(=O)c1cc(NC(=O)CCC(=O)c2cccs2)ccc1Cl	-1.8	-1.5	-0.9	11	-1	-1	1.9	-32	-1.9	-0.5	-2
CC(=O)Nc1nc(C)c(C(C)=O)s1	1.0	0.2	-1.0	2	6	1	0.0	3	-0.8	0.5	0
CCC1(c2ccccc2)NC(=O)N(CC(=O)Nc2ccccc2N2CCCC2)C1=O (stereo unspecified)	0.9	1.3	-1.5	-8	-3	3	2.7	8	-0.3	0.6	4
O=S(=O)(NCCOc1ccccc1F)c1ccc(Cl)cc1F	1.6	-1.2	-1.3	-12	0	-3	-1.1	-5	1.1	-0.3	0
N/C(=N\OC(=O)CCCOc1ccccc1)c1ccc(Br)cc1	1.7	1.5	-0.9	3	-3	-1	0.6	-1	0.7	-0.5	-5
C=CCN(c1ccccc1)S(=O)(=O)c1ccc2c(c1)N(C(C)=O)CCO2	-1.4	0.3	-1.4	-7	-2	-2	1.2	3	0.8	-0.4	1
CN(C)S(=O)(=O)n1cc(/C=C(\NC(=O)c2ccccc2Cl)C(=O)NCCN2CCOCC2)c2ccccc21	-1.1	1.0	0.1	6	-3	-2	-6.0	4	-0.5	0.0	-2
NS(=O)(=O)c1cccc(NC(=O)c2cc3ccccc3o2)c1	5.3	-0.8	-1.1	3	5	-7	2.1	2	1.3	3.1	-4
COc1ccc(S(=O)Cc2ccc(C(=O)NC3CC3)o2)cc1 (stereo unspecified)	0.0	3.3	-0.9	-2	-1	0	2.2	2	-0.6	-1.8	-3
COc1ccc(N2CCN(C(CNC(=O)c3ccco3)c3cccnc3)CC2)cc1 (stereo unspecified)	-1.6	1.2	-0.2	2	0	-3	-2.9	2	-0.3	-0.6	5
Cc1ccc(C)c(OCc2nc3ccccc3[nH]2)c1	7.6	-0.9	-0.2	-2	3	-6	2.7	-3	1.2	1.0	-6
COc1ccc(-n2c(Cc3cccn3C)nnc2SCC(=O)Nc2ccc(F)cc2F)cc1	-2.0	1.5	-1.2	-1	-1	-2	-0.5	-36	-0.1	-0.2	1
CCc1nc2ccc(C(=O)N3CCN(c4ccccc4)CC3)cn2c1N(C)CCCc1ccccc1	-4.4	-0.3	-1.7	3	-6	-5	0.6	-2	.	0.2	-6
O=C(Nc1ccc(Cl)cc1)c1cc(S(=O)(=O)N2CCCCC2)ccc1N1CCOCC1	0.7	-0.4	-1.2	-4	-3	0	0.8	2	0.7	-0.9	6
CCOCCCNC(=O)c1cn(CC)c2ccc(S(=O)(=O)N3CCCC3)cc2c1=O	-1.2	-2.9	-1.0	-2	-3	-2	1.3	11	0.0	0.4	3
COc1ccc2cc3cc(C(=O)NCCN4CCN(c5ccccc5F)CC4)oc3nc2c1	-1.4	-2.2	-1.6	i	-2	4	-5.4	-3	1.2	-0.9	6
COc1ccc(CCNS(=O)(=O)c2ccc3c(c2)CCCC3)cc1OC	-1.3	-1.7	-1.4	3	-3	3	2.4	-22	-0.2	0.1	3
C=CCCC(=O)Nc1nc(C)c(-c2csc(Nc3cc(Cl)ccc3OC)n2)s1	0.4	-1.0	-1.3	9	0	-2	-1.0	1	1.5	0.0	2
Cc1nn(C(C)c2n[nH]c(=S)n2-c2cccc(Cl)c2)c(C)c1[N+](=O)[O-] (stereo unspecified)	0.4	1.4	-0.4	7	3	2	-1.7	8	0.6	-0.1	-1
SMILES	hgDAF12 agonist	hcDAF-12 act	ssDAF-12 act	ADAM10 inh	SMARCA2 activ	GC-A act	GAA850 FXN act	HGIII-sPLA2 inh	DAX1 inh-1	DAX1 inh-2	NPR2 activator
Cc1ccccc1NC(=O)N1c2ccccc2CC1C (stereo unspecified)	0.8	-2.6	-1.5	-3	0	3	0.9	0	-0.6	0.1	4
O=C1C=C(c2ccccc2)CCC1	2.0	-1.5	-1.3	-5	0	0	2.0	7	0.4	-0.8	4
CCOC(=O)C1=C(C)NC(=O)NC1c1ccco1 (stereo unspecified)	-0.6	0.0	-1.4	-4	4	0	1.6	-3	0.5	0.5	1
CCCCSc1nnc2n(CCc3ccccc3)c(=O)c3c4c(sc3n12)COC(C)(C)C4	-1.4	0.1	-1.3	0	-4	7	-0.9	-2	-0.7	0.6	12
Cc1ccc2oc(=O)c3cc(C(=O)NCCCN4CCC(C)CC4)sc3c2c1	-3.4	-3.2	-0.9	4	-1	-1	.	0	.	-4.3	-6
CC1CCC(NC(=O)CCNS(=O)(=O)c2ccc3c(c2)CCC(=O)N3)CC1 (stereo unspecified)	-0.8	-0.8	-0.7	3	1	9	-0.4	2	-0.5	-0.2	4
COc1ccc(CCNc2ccncn2)cc1	-3.6	-2.0	-1.4	6	-2	2	-1.0	1	-3.8	-2.6	-5
Cc1cccc(CC(=O)N2CCCC2)c1	0.3	-1.5	-1.8	1	-1	2	1.1	9	0.2	0.0	-2
CCOCCCNC(=O)C(NC(=O)c1ccccc1O)c1ccc(C)cc1 (stereo unspecified)	-2.7	-0.3	-1.3	-340	-3	-4	2.4	-5	2.4	0.0	-8
COc1ccc(C(=O)Nc2cc([N+](=O)[O-])ccc2N2CCCC2)cc1	-2.1	0.0	-1.1	1	-2	-2	-2.2	0	0.4	-1.1	3
CNC(=O)c1cccc(NC(=O)C(C)c2ccc3cc(OC)ccc3c2)c1 (stereo unspecified)	-0.9	-1.7	-1.4	1	-1	-5	1.4	-10	-1.2	-0.6	-5
Cc1cnc(C)c(Nc2nc(C(N)Cc3ccc(C(F)(F)F)cc3)cs2)n1 (stereo unspecified)	-0.6	1.6	0.0	-42	-1	-14	7.1	-9	.	-0.6	-10
Cc1ccc(S(=O)(=O)N/N=C/c2ccc(C(=O)O)cc2)cc1	-0.8	-1.2	-1.5	0	1	9	-1.4	3	1.4	0.1	-1
COC(=O)CCC(=O)OC1(C)C(=O)C2=CN(C3CCCC3)C(c3ccc(OC)cc3)=CC2=C(Br)C1=O (stereo unspecified)	-2.1	-1.4	-0.6	-23	-1	1	2.5	0	0.7	-0.6	5
O=C1CN(C(=O)COC(=O)CCSc2ccccc2Cl)c2ccccc2N1	3.0	1.2	-1.1	11	1	1	1.8	-3	0.9	0.6	-2
Cc1cc(C)c(CN2CCC(n3nccc3NC(=O)CCOc3ccccc3)CC2)cc1C	-0.6	-2.6	-0.6	6	-3	-17	-4.3	-13	0.0	-0.1	-8
CC(NC(=O)COC(=O)C1CCN(S(=O)(=O)c2ccccc2C(F)(F)F)CC1)c1ccccc1 (stereo unspecified)	0.5	-0.8	-0.3	6	-3	3	-0.3	-13	1.0	0.4	3
CCOc1ccc(/C=N/NC(=O)CN2CCSCC2)cc1	1.8	-1.2	-1.1	5	1	-1	1.9	2	-0.8	0.1	2
COc1ccc(C(=O)/C=C(/C)N(C)C)cc1	-3.1	-0.8	-1.3	-5	0	-1	2.0	6	1.3	0.0	0
Cc1ccc2nc(NC(=O)CNS(=O)(=O)c3ccc(Br)s3)sc2c1	1.8	-0.2	-1.4	-19	-1	-1	-1.0	-34	1.0	0.0	-2
COc1ccc(C(C(=O)Nc2ccc3c(c2)OCCO3)n2c(=O)c(-c3cc4ccccc4[nH]3)nc3ccccc32)cc1 (stereo unspecified)	2.8	2.0	0.0	-249	-2	8	.	-3	.	-1.4	2
O=C(Nc1cccc(-c2cn3cccnc3n2)c1)c1ccc2c(c1)OCO2	4.1	-1.4	-1.9	i	4	3	1.2	-4	0.7	-1.1	0
Cc1cccc(C(=O)OCC(=O)NCC2CCCO2)c1O (stereo unspecified)	-0.1	1.8	-0.8	2	9.2*	-3	2.8	-3	0.3	0.2	1
O=C(/C=C/Nc1ccc(S(=O)(=O)Nc2ncccn2)cc1)c1cccs1	7.6	3.8	-1.3	0	5	6	0.8	-6	5.7*	0.5	-8
O=C(O)c1ccc(CNCc2ccccc2Cl)cc1	-0.1	-0.9	-1.3	-5	0	0	0.1	2	1.5	-0.2	3
CC(=O)Nc1cccc([N+](=O)[O-])c1	1.5	0.9	-0.9	7	6	0	0.6	3	0.8	-0.3	5
Cc1cc2nc(-c3ccc(NC(=O)c4cccnc4)cc3)oc2cc1C	11*	2.4	-0.7	-12	3	5	5.3	-1	1.6	-0.4	9

A different layout for some results above.
SMILES,hgDAF12 agonist,hcDAF-12 act,ssDAF-12 act,ADAM10 inh,SMARCA2 activ,GC-A act,GAA850 FXN act,HGIII-sPLA2 inh,DAX1 inh-1,DAX1 inh-2,NPR2 activator
Cc1cnc(C)c(Nc2nc(C(N)Cc3ccc(C(F)(F)F)cc3)cs2)n1 (stereo unspecified),-0.6,1.6,0.0,-42,-1,-14,7.1,-9,.,-0.6,-10
Cc1ccc(S(=O)(=O)N/N=C/c2ccc(C(=O)O)cc2)cc1,-0.8,-1.2,-1.5,0,1,9,-1.4,3,1.4,0.1,-1
COC(=O)CCC(=O)OC1(C)C(=O)C2=CN(C3CCCC3)C(c3ccc(OC)cc3)=CC2=C(Br)C1=O (stereo unspecified),-2.1,-1.4,-0.6,-23,-1,1,2.5,0,0.7,-0.6,5
O=C1CN(C(=O)COC(=O)CCSc2ccccc2Cl)c2ccccc2N1,3.0,1.2,-1.1,11,1,1,1.8,-3,0.9,0.6,-2

Not a hit list. About 6.6% of those tested had a hit in this group.
